NADH enzymes: inhibition of NAD/NADH coupling enzymes, library profiling; AID 774; actives 0.02% (n = 65,000); IC50, µM (titrated, usually from 10 µM), for the others: at the highest dose inhibition; coupled PK/LDH NADH assays, four targets;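 active = single-dose screening hits from any of four coupled enzyme assays that gave an IC50 when retested across doses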;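 note: the DPM-DC format reads NADH fluorescence rather than 340 nm absorbance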
HTR1E agonist: agonists of human 5-HT1E serotonin receptor. activation, % at 6 µM. actives 0.69% (n = 65,000). CHO 5-HT1E Ga15 NFAT-bla reporter, FRET; 0% DMSO wells, 100% control agonist wells;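 active = activation above a set limit, the screen-wide mean activation plus 3 SD, cut at about 8.5% in these data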;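 note: 100% = positive control agonist at 1 µM giving full maximal response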
Target sequence (P28566 whole entry, looked up): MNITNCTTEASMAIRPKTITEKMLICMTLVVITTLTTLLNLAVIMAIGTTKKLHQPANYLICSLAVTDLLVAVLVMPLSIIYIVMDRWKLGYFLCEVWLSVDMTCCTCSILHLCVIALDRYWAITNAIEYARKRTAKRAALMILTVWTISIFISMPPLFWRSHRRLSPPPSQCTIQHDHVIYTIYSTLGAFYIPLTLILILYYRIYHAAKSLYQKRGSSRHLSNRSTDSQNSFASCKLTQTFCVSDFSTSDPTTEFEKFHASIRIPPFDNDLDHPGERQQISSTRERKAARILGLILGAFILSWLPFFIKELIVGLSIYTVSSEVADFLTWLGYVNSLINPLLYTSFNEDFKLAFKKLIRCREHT
Ecoli tolC: E. coli tolC mutant growth inhibition. E. coli BW25113 tolC mutant growth, OD615. growth inhibition, % at 10 µM (by protocol). actives 2.2% (n = 65,000). AID 573;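 active = growth inhibition at or above a cutoff equal to the mean over every tested compound plus 3 SD, cut at about 60% in these data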;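 note: growth measured after 20 h incubation at 37 °C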
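Test system: E. coli BW25113 ΔtolC::kan bacteria | Medium: Kanamycin-containing LB broth (50 µg/mL) | Dosing: One dose of 10 µM final | Times: 20 h incubation with compound, 37 °C | Detection: Optical density read at 615 nm | Read-out basis: Percent growth inhibition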
5-HT1A blocker: antagonists of human 5-HT1a serotonin receptor; AID 612; inhibition, % at 10 µM; actives 0.68% (n = 62,000); CHO 5-HT1a Ga15 NFAT-bla reporter, antagonist mode;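 active = inhibition above the mean of all tested compounds plus 3 SD, cut at about 43% in these data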;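 note: receptor stimulated by 5-CT agonist at 100 nM near EC80; beta-lactamase reporter measured by ratiometric fluorescence of a cleavable substrate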
HTR1A agonist: agonists of human 5-HT1a serotonin receptor; AID 567; actives 0.56% (n = 65,000); activation, % at 10 µM; P08908; CHO 5-HT1a Ga15 NFAT-bla reporter, FRET ratio; 0% basal, 100% maximal reference agonist;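 active = activation above the screen-wide mean activation plus 3 SD, cut at about 19% in these data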;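 note: 0% = DMSO wells and 100% = 5-CT at EC100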
MMP13 inh: inhibitors of human MMP13 | P45452 | MMP-13 fTHP FRET cleavage, Mca fluorescence | inhibition, % at 4 µM | actives 0.07% (n = 65,000);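 active = inhibition above the mean of compound-free control plate wells plus 3 SD, cut at about 14% in these data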;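 note: 0% = DMSO wells and 100% = wells with reference MMP-13 inhibitor after basal subtraction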
RORa activator: activators of human nuclear receptor RORA. actives 1.5% (n = 65,000). P35398. CHO-K1 Gal4-RORA LBD luciferase reporter, luminescence; percent increase over mock-subtracted basal signal. activation, % at 10 µM. AID 560;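 active = activation above the mean of all tested compounds plus 3 SD, cut at about 49% in these data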;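 note: 0% = DMSO-treated RORA cells and 100% = added signal equal to DMSO minus mock-transfected cells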
SF-1 act: activates the human nuclear receptor SF-1 | Q13285 | CHO-K1 Gal4-SF-1 LBD luciferase reporter; % increase over DMSO SF-1-specific signal | activation, % at 10 µM | actives 1.9% (n = 65,000) | AID 522;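 active = activation above the mean activation of all tested compounds plus 3 SD, cut at about 50% in these data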
Target sequence (Q13285 whole entry, looked up, the tested form may be a part): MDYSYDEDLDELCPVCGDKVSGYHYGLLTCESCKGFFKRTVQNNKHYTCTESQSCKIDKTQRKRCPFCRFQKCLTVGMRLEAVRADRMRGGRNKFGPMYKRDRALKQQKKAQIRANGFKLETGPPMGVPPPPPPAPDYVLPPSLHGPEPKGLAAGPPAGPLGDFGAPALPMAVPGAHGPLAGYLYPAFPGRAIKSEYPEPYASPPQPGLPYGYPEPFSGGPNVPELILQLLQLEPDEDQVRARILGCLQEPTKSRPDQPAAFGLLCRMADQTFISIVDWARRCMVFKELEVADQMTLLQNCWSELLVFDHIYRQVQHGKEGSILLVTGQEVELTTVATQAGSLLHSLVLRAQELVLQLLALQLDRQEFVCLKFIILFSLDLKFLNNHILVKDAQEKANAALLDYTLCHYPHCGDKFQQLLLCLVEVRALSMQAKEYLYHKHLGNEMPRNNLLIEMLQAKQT
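Test system: CHO-K1 cells with Gal4–hSF-1 LBD chimera plus Gal4-driven luciferase; Input: 4,000 cells/well; Compound: 10 µM only; Times: 20 h compound treatment, 37 °C; Measured by: steady-glow luciferase luminescence, read after 15 min reagent incubation; Measure: percent activation versus DMSO; Control set: DMSO and mock-transfected background; Replicates: one test per compound.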
HTR1E antagonist: 5-HT1E (human) receptor antagonism. CHO 5-HT1E Ga15 NFAT-bla reporter, FRET, antagonist. inhibition, % at 6 µM. actives 0.99% (n = 65,000);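 active = inhibition above a set limit, the mean inhibition across every tested compound plus 3 SD, cut at about 29% in these data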;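 note: signal is the 460 over 535 nm emission ratio of beta-lactamase substrate; 0% = agonist plus DMSO wells and 100% = wells without agonist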
Active calls of the source: *; . = not tested or not shown; [ ] = remark or other dose. An unsorted share of the library. About 7.2% of those tested had a hit in this group.

SMILES | NADH enzymes | HTR1E agonist | Ecoli tolC | 5-HT1A blocker | HTR1A agonist | MMP13 inh | RORa activator | SF-1 act | HTR1E antagonist
CN(C)CCN1C(=O)C(=O)/C(=C(/O)c2ccc(F)cc2)C1c1ccccc1F (centres undefined) | 6% | -0.3 | -6 | -11 | -2.1 | -1 | -1 | 3 | 3
COc1ccc(C(C)=O)c(Oc2nc(CN3CCOCC3)nc3scc(-c4cccs4)c23)c1 | 2% | -0.7 | 7 | 20 | -2.2 | 2 | -20 | -2 | 1
COc1ccccc1NC(=O)CSc1ccc2nnc(-c3cccnc3)n2n1 | 2% | 0.1 | -5 | 0 | -0.9 | 4 | -16 | -2 | 6
CC1CCC(C(C)C)C(OC(=O)CSc2n[nH]c(=O)[nH]c2=O)C1 (centres undefined) | 5% | 0.5 | 45 | -7 | -1.8 | -1 | 9 | 1 | -8
Cc1cccc(-c2c3c(=O)n(C)c(=O)n(C)c3c3cccnn23)c1 | 5% | -0.1 | 1 | -17 | 1.9 | 0 | -9 | -8 | 4
COc1ccc(OC)c(S(=O)(=O)N2CCC(C(=O)NCCC3=CCCCC3)CC2)c1 | 1% | -0.2 | 13 | 14 | -5.0 | -4 | 6 | 4 | 10
COc1ncnc2sc3c(c12)CCCC3 | 2% | 0.0 | 2 | 10 | -3.1 | 0 | -22 | -8 | -7
Cc1cc2ncn(C(=O)N3CCOCC3)c2cc1C | 2% | -0.3 | -20 | -16 | -1.6 | 5 | -4 | -11 | -8
CC(C)c1nnc(NC(=O)CSc2ncn[nH]2)s1 | 2% | 0.2 | 15 | 0 | -2.0 | 0 | -15 | -4 | -3
O=C(Nc1ccc(C(=O)N2CCCC2)cc1)c1ccccc1F | 0% | -0.6 | 2 | 9 | 0.6 | 3 | 26 | 34 | -1
COc1ccc2cc(CCNC(=O)C(C)(C)C)c(=O)[nH]c2c1 | 3% | 1.3 | 2 | -10 | 0.0 | 0 | -8 | 15 | 1
CC(=O)Nc1ccn(-c2ccccc2)n1 | 2% | -0.2 | -16 | 4 | -1.2 | 1 | 30 | 17 | 3
CCCCn1c(=O)n(CC(=O)NCc2ccc(C)cc2)c(=O)c2c1nc(CO)n2CCC | 7% | -1.2 | 7 | -5 | -0.7 | 9 | -2 | -1 | 6
CCCCNC(=O)CS(=O)Cc1nc(-c2ccc(C)cc2)oc1C (centres undefined) | 7% | 0.0 | -6 | 6 | -1.3 | -6 | 5 | -1 | -7
Cc1cc(C)n(CC(O)COc2ccccc2C(=O)Nc2ccccc2)n1 (centres undefined) | 5% | -1.0 | 8 | 10 | 0.6 | 1 | -12 | -4 | -3
C=CCn1c(COc2ccccc2)nnc1SCC(=O)O | 7% | 0.3 | -11 | -6 | -2.1 | 2 | -1 | -6 | -5
O=C1CC(c2ccco2)Cc2nc(N3CCN(Cc4ccc5c(c4)OCO5)CC3)ncc21 (centres undefined) | 4% | 0.1 | 32 | -19 | -0.1 | 2 | 0 | -7 | 6
COc1ccc(NC(=O)CC2SC(=Nc3ccccc3)NC2=O)c(OC)c1 (centres undefined) | 2% | -1.1 | 2 | 7 | -2.3 | 2 | -10 | 3 | 8
COC(=O)C(CCSC)NC(=O)C(NC(=O)C1CCC(C)CC1)C(C)C (centres undefined) | 4% | 0.2 | -16 | 8 | -1.9 | 2 | -2 | 3 | -5
COc1ccccc1N1CCN(CC(O)COc2ccc(S(=O)(=O)N3CCOCC3)cc2)CC1 (centres undefined) | 7% | 1.5 | -7 | 3 | 7.1 | 3 | -22 | -8 | -8
Cc1c(NC(=O)CC2CC(C)OC2=O)c(=O)n(-c2ccccc2)n1C (centres undefined) | 9% | -0.4 | . | -10 | -2.5 | -2 | 4 | -8 | -5
CCN(C(=O)c1ccc(C(C)(C)C)cc1)c1nnc(Cn2nnc3ccccc32)s1 | 7% | 1.5 | 62* | -3 | 4.7 | -2 | -66 | -69 | -14
CCOC(=O)c1ccc(NC(=O)CSc2nnc(COc3ccccc3OC)n2C)cc1 | 5% | -0.4 | 1 | -10 | -1.5 | 1 | 1 | -2 | 14
CCOc1ccc(NC(=O)NC2CCOC(C)(C)C2)cc1 (centres undefined) | 7% | 0.0 | 5 | 6 | -1.8 | 2 | -17 | 23 | -3
COc1cc(C2c3c(n[nH]c3C)C(=O)N2c2ccc(Br)cc2)ccc1O (centres undefined) | 2% | 0.2 | 13 | 3 | -4.2 | 5 | 3 | 4 | -6
COc1ccccc1NC(=O)CN1C(=O)CCS(=O)(=O)c2ccccc21 | 5% | -0.9 | -12 | -8 | -0.6 | 2 | -8 | -2 | 6
O=C(O)c1cccc(N2C(=O)C3CC=C(Cl)CC3C2=O)c1 (centres undefined) | 1% | 0.1 | -13 | 3 | -1.0 | 1 | -7 | -23 | 0
CCOC(=O)c1cn(CC)c2ccc(S(=O)(=O)N3CCC(C)CC3)cc2c1=O | 8% | 1.0 | -16 | 0 | -1.5 | -1 | -1 | -8 | 2
O=C(O)c1n[nH]c2c1CCCC2 | 1% | 0.2 | -5 | 5 | -0.5 | 9 | 5 | -2 | -10
CCOc1ccc(NS(=O)(=O)c2ccc3c(c2)oc(=O)n3C)cc1 | 6% | 0.0 | -2 | 9 | -1.1 | 6 | -20 | -10 | 2
CCOC(=O)C(C)Sc1ncnc2nc[nH]c12 (centres undefined) | 7% | 0.0 | -3 | -11 | 0.4 | 1 | -15 | 14 | 6
CCCOc1ccc2oc(=O)c3c(c2c1)CCCN3C(=O)CN1CCc2ccccc2C1 | 8% | 0.4 | 77* | 11 | -1.8 | 1 | 17 | 0 | -2
CCOC(=O)Cc1csc(NC(=O)c2cccc(N3C(=O)CCC3=O)c2)n1 | 6% | 0.2 | -26 | -3 | -3.8 | 3 | -12 | 10 | 5
CCCN1CCN(C(=O)CN2C(=O)CC(C)(C)S(=O)(=O)c3ccccc32)CC1 | 5% | -1.5 | 6 | -5 | -3.3 | 4 | 20 | -9 | 1
N#CC[n+]1cc(-c2ccc(Cl)cc2)n2c1CCC2 | 6% | -0.7 | -3 | 2 | -0.5 | 2 | -16 | -7 | 5
O=c1c2[nH]c3ccc(F)cc3c2ncn1CCN1CCOCC1 | 7% | 1.3 | -26 | -1 | -2.3 | -10 | 20 | -3 | -5
CCOC(=O)c1ccc(N2Cc3cc(C)c(C)cc3C2)cc1O | 3% | 0.9 | -4 | -2 | -3.5 | 1 | 0 | 0 | -2
C=CCn1c(SCc2ccccc2C#N)nnc1-c1ccccc1O | 4% | -0.3 | 25 | 6 | -0.8 | 4 | -8 | -3 | -4
NC(CSC12CC3CC(CC(C3)C1)C2)C(=O)O (centres undefined) | 6% | 0.4 | -2 | 6 | -0.1 | 3 | 8 | 6 | 0
CCN(CC)C(=O)c1cc2c(=O)n3ccccc3nc2s1 | 1%[fluoresces] | 0.5 | -12 | -9 | 0.7 | -247[fluorescence artefact?] | 47 | 38 | 7
Cc1ccc(CCNC(=O)C2CCN(S(=O)(=O)c3c(C)nn(C)c3C)CC2)cc1 | 0% | 0.3 | -4 | 1 | -4.8 | 1 | -9 | 5 | -4
COc1ccc(-c2nc(-c3ccc(NC(=O)c4ccncc4)cc3)no2)cc1OC | 4% | 1.2 | 29 | 43* | -0.4 | -20 | 8 | -10 | 29*
COC(=O)C1=C(C)NC2=C(C(=O)CCC2)C1c1coc2ccccc2c1=O (centres undefined) | 8% | 1.2 | -1 | 7 | 2.0 | -10 | 18 | 10 | 0
N#CC(C#N)=c1ccc2c(c1)NC1(CCCCC1)N=2 | 12% | 0.7 | -16 | 31 | -1.4 | -12 | -58 | -65 | 2
COCCNC(=O)COC(=O)CSCc1nc2ccccc2s1 | 5% | 0.3 | -14 | 6 | -2.7 | 0 | -10 | 0 | -3
CCOc1ccccc1NC(=O)CSc1nnc(Cc2cccn2C)n1-c1ccc(F)cc1 | 5% | 0.6 | 18 | 2 | 1.1 | 4 | -5 | -12 | 0
CCN(CC)C(=O)Oc1ccc2c(=O)c(-c3ccc(OC)cc3)coc2c1 | 7% | -0.6 | -8 | -5 | -3.4 | 4 | 69* | 71* | -12
CCCCNC(=O)c1cc(-c2ccc(OC)c(OC)c2)on1 | 7% | 0.7 | -10 | 7 | -0.8 | 1 | 1 | 0 | 2
CCCS(=O)(=O)N1CCCC(c2nc(-c3cccc(OC)c3)no2)C1 (centres undefined) | 5% | 0.6 | 10 | -14 | 1.1 | -2 | 17 | -7 | 0
CC(NC(=O)Cc1cccs1)c1ccc2c(c1)OCO2 (centres undefined) | 2% | -1.2 | 0 | 3 | -0.6 | 1 | -32 | -14 | 7
CCN=C1SC(CC(=O)Nc2ccc(N3CCOCC3)cc2)C(=O)N1CC (centres undefined) | 0% | -0.2 | -6 | -9 | -0.2 | 0 | -12 | -6 | -2
COc1ccc(-n2ncc3c(NCc4cccs4)ncnc32)cc1 | 2% | -1.0 | 4 | -4 | -0.9 | -80[fluorescence artefact?] | 36 | 82* | 4
COC(=O)C1=C(CN2CCCc3ccccc32)NC(=O)NC1c1ccc(F)cc1 (centres undefined) | 5% | -0.2 | 55 | 8 | -2.0 | -12 | -78 | -75 | 4
CCOC(=O)C1=C(N)N2C(=O)C(C)SC2=C(C(=O)OCC)C1c1ccccc1 (centres undefined) | 2% | -0.1 | -10 | -6 | 0.1 | 4 | 16 | -5 | -2
CCOc1ccccc1N(CC(=O)Nc1ccccc1C(=O)O)S(C)(=O)=O | 1% | 0.1 | -5 | -12 | 0.1 | 2 | 18 | -6 | -13
CC(C)c1nc2n[nH]c(N)c2c2c1CCC2 | 5% | -0.3 | 6 | . | 0.2 | 3 | -24 | 8 | -1
c1ccc(Oc2ccc(-n3cnnn3)cc2)cc1 | 1% | -2.6 | 6 | 9 | 0.4 | 3 | -4 | 6 | 29*
COc1cc2c(N3CCOCC3)cc(O)c(CC(=O)Nc3ccccc3)c2cc1OC | 4%[fluoresces] | -1.6 | -5 | 2 | -2.1 | -22 | 4 | -8 | 12
CCOc1ccc(NC(=O)c2oc3ccccc3c2NC(=O)CC)cc1 | 4% | 0.3 | -10 | -23 | -1.0 | 2 | -10 | 16 | -17
COC(=O)CSc1nnc(-c2cccs2)n1-c1ccc(Cl)cc1 | 3% | 0.0 | 5 | 7 | 2.6 | 1 | 2 | 7 | 11
Cc1cc(C)nc(SCc2nnc(SCC(=O)N3CCOCC3)o2)n1 | 2% | -0.8 | -16 | 6 | -4.0 | -2 | 3 | 1 | 4
Cc1ccc2cc(CN(Cc3ccco3)S(=O)(=O)c3c(C)ccc4nsnc34)c(=O)[nH]c2c1 | 4% | -1.2 | 24 | -1 | -0.4 | -2 | 2 | 2 | -6

Structures shown so far that have a tert-butyl group:
SMILES | NADH enzymes | HTR1E agonist | Ecoli tolC | 5-HT1A blocker | HTR1A agonist | MMP13 inh | RORa activator | SF-1 act | HTR1E antagonist
COc1ccc2cc(CCNC(=O)C(C)(C)C)c(=O)[nH]c2c1 | 3% | 1.3 | 2 | -10 | 0.0 | 0 | -8 | 15 | 1
CCN(C(=O)c1ccc(C(C)(C)C)cc1)c1nnc(Cn2nnc3ccccc32)s1 | 7% | 1.5 | 62* | -3 | 4.7 | -2 | -66 | -69 | -14
